# Apoferritin bind: candidate novel general anesthetic via apoferritin binding | apoferritin/1-aminoanthracene competitive binding, fluorescence | Potency, µM (series often up to 77.5 µM), for the others: at the top dose activity change, negative = displacement, hits mostly inhibitors | hit rate 0.074% among 350,000 | AID 485281; further: potency means the concentration at half of the fitted maximal effect; on the % scale 0 is the no-effect control and ±100 the full control effect; nearly all actives have a fitted effect of over 20% in size
#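 Horse-spleen apoferritin (10 uM) in 50% saturated 1-aminoanthracene in PBS was incubated 10 min at room temperature with compound. Fluorescence (ex 380, em 535 nm) was normalized to free and bound 1-AMA, with concentration-response fitted by a four-parameter Hill equation.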
# Pol kappa inh: DNA polymerase kappa (human) inhibition. Potency, µM (highest dose often 107 µM), for the others: at the top dose activity, negative = inhibition, most hits filed as inhibitors. AID 588579. Q9UBT6. hit rate 0.53% among 400,000. purified Pol kappa, fluorescent DNA synthesis assay, 10 min; further: potency means the concentration at half of the fitted maximal effect; on the % scale 0 is the no-effect control and ±100 the full control effect
#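 First, compounds were pin-transferred onto 10 nM Pol kappa. After 15 min at room temperature, substrate was added to 50 nM final. Fluorescence was then measured kinetically at 0 and 10 min.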
# LDHA inh: blocks human lactate dehydrogenase A; purified LDHA, NADH/diaphorase-resazurin fluorescence; active compounds read low; activity change, % (values are at about 110 or 230 µM); hit rate 0.15% among 480,000; AID 1347041; in the data active means activity change below about -30%; inconclusive means mostly about -25% to -30%;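 further: plate controls were DMSO wells for no effect and wells without enzyme for full effect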
#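 Human LDH5 at 2 nM final in Tris HCl pH 7.4 with 0.06 mM NADH and 0.2 mM pyruvate, reacted 5 minutes at room temperature. Remaining NADH coupled via diaphorase/resazurin; resorufin fluorescence read at 0 and 20 minutes, normalized to enzyme-free and DMSO wells.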
# APE1 inh: inhibitors of human APE1 endonuclease | P27695 | recombinant APE1, TAMRA/BHQ-2 abasic DNA cleavage fluorescence | Potency, µM (highest dose often 65.8 µM), without a hit: at the top dose activity change, negative = inhibition, usual class: inhibitors | hit rate 0.35% among 350,000 | AID 2517;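 further: potency means the concentration at half of the fitted maximal effect; plate controls were vehicle for no effect and reference inhibitor for full effect; nearly all actives have a fitted effect of over 55% in size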
# Target sequence (P27695 whole entry, looked up): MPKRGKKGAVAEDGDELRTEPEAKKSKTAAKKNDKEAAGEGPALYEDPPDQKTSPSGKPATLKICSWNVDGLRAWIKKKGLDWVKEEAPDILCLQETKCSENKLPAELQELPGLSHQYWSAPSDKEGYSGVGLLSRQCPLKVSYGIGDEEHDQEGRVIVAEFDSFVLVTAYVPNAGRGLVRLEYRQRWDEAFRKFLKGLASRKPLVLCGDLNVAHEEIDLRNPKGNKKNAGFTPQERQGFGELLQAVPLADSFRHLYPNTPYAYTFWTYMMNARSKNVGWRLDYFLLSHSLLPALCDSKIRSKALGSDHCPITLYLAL
#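 APE1 at 0.75 nM final was preincubated with compound 15 min at room temperature, then 50 nM double-stranded THF abasic-site substrate (5'-TAMRA/3'-BHQ-2) was added. Fluorescence (ex 525/em 598 nm) was read kinetically; third-minus-first read gave activity.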
# POLB inh: blocks human DNA polymerase beta activity. AID 485314. P06746. hit rate 1.3% among 340,000. Potency, µM (doses to about 114 µM), for the others: top-dose activity change, negative = inhibition, usual class: inhibitors. Pol beta primer extension/strand displacement, fluorescence kinetic; further: potency means the concentration at half of the fitted maximal effect; on the % scale 0 is the no-effect control and ±100 the full control effect
#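 10 nM enzyme + cpd, 15 min RT; start with substrate 50 nM final; read 0 min and after 10 min RT. Corrected, normalized data; 4-parameter Hill curve fit.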
# Pol iota inh: inhibitors of human DNA polymerase iota. Q9UNA4. Pol iota fluorescent replication assay, 10 min. Potency, µM (series often up to 115 µM), inactives show at the highest dose activity, negative = inhibition, usual class: inhibitors. hit rate 1% among 390,000. AID 588590; further: potency means the concentration at half of the fitted maximal effect
# Target sequence (Q9UNA4 whole entry, looked up): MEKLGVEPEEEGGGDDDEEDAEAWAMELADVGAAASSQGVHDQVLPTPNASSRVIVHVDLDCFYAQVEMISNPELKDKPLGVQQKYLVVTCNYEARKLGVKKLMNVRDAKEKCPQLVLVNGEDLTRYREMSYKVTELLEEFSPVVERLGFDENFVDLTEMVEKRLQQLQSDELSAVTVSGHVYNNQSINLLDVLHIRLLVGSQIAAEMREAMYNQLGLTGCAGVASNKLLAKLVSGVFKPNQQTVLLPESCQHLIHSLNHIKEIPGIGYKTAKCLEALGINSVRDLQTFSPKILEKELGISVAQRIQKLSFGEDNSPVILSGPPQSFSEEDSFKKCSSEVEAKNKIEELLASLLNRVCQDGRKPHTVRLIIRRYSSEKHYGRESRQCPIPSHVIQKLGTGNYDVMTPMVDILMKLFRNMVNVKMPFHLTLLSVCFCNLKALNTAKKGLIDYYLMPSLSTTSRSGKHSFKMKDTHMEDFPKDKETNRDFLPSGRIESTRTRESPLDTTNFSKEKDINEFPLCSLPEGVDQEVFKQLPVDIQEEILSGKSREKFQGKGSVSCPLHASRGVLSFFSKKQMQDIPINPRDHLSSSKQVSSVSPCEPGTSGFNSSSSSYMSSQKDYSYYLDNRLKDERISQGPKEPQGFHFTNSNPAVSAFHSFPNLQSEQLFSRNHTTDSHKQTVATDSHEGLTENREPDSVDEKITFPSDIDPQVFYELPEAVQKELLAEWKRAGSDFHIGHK
#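 Fluorescent replication assay read twice, at 0 min and 10 min after adding 50 nM (final) substrate. Enzyme (10 nM) and compounds were first incubated 15 min at room temperature; enzyme-free buffer wells were negative controls.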
# Pol eta inh: inhibitors of human DNA polymerase eta. recombinant Pol eta, fluorescent DNA replication assay. AID 588591. Potency, µM (titrated, usually from 114 µM), for the others: at the highest dose activity change, negative = inhibition, actives largely listed as inhibitors. Q9Y253. hit rate 1.2% among 390,000; further: potency means the concentration at half of the fitted maximal effect; on the % scale 0 is the no-effect control and ±100 the full control effect
#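 Fluorescent replication assay: 50 nM final substrate added after a 15 min room-temperature compound preincubation with 10 nM enzyme. Signal taken at 0 min and again at 10 min.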
# Glioma ERSR ind: induces the endoplasmic reticulum stress response in human glioma cells | U87-MG GRP78 promoter luciferase reporter, 16 h | Potency, µM, inactives show at the highest dose activation, hits mostly activators | hit rate 0.02% among 420,000 | AID 602332; further: potency means the concentration at half of the fitted maximal effect; series mostly up to about 76 µM; % of control where 0% means no effect; nearly all actives have a fitted effect of over 35% in size
#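 ERSR induction read as luciferase luminescence (Bright-Glo, 10 min at room temperature) in stably transfected human U87-MG glioma cells exposed to compounds for 16 h, using GRP78 as sensor.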
# BLM inh: Bloom syndrome helicase (human) inhibition | recombinant BLM DNA unwinding, fluorescence dequenching | Potency, µM (doses to about 56.1 µM), for inactives: top-dose activity change, negative = inhibition, most hits filed as inhibitors | hit rate 0.2% among 350,000;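 further: potency means the concentration at half of the fitted maximal effect; plate controls were vehicle for no effect and no enzyme for full effect; nearly all actives have a fitted effect of over 35% in size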
# Starred values were filed as active, the others as inactive; ? = inconclusive; / = not tested or not shown; & = joins results of further samples; [ ] = dose if it differs, or a comment. Unless noted, the call rests on the fitted dose curve; in most records, active means well fitted curve in the direction sought with a large enough effect; inconclusive means small, poorly fitted or top-dose-only effect, or another doubt; inactive means no such curve, though single readings can be large; an effect the other way counts as inactive or inconclusive.
SMILES	BLM inh	Apoferritin bind	Pol eta inh	Glioma ERSR ind	APE1 inh	Pol kappa inh	LDHA inh	POLB inh	Pol iota inh
CCc1nc2ccccc2c2nc3ccccc3n12	1%	-17%	6%	-1%	5%	-9%	5	-1%	1%[58.9 µM]
Cn1c(CN2CCOCC2)nc2cc(NC(=O)c3ccccc3[N+](=O)[O-])ccc21	0%	64%[activator]	-12%	-5%	/	?	-4	7%	?
CC(C)Cn1c(SCC(N)=O)nnc1-c1cccc(S(=O)(=O)N2CCOCC2)c1	/	/	-11%	1%	30%	-5%	-7	/	17%
O=[N+]([O-])c1ccc(OCCOc2ccccc2/C=N/n2cnnc2)cc1	4%	-8%	4%	-1%	-1%	-6%	-18	8%	-5%
CCOC(=O)c1cc(C)n(S(=O)(=O)c2ccc(C)cc2)c1C	-7%	3%	-4%	-1%	6%	-4%	-1	8%	6%
COc1ccc(CNC(=O)CCc2ccc(S(=O)(=O)N3CCCCCC3)cc2)cc1OC	/	/	-13%	3%	-3%	0%	-7	/	21%
N/C(=N\OC(=O)c1ccc(Cl)cc1)c1ccc(Cl)cc1	2%	40%[activator]	-27%	0%	-2%	-11%	-2	-3%	19%
Cc1cccnc1NC(=O)C1CCN(S(=O)(=O)c2cccs2)CC1	1%	-1%	7%	-5%	-4%	0%	-5	3%	4%
COc1ccccc1CNS(=O)(=O)c1c(C)[nH]c(C)c1C(=O)N1CCCC1	-2%	2%	0%	-5%	57%	-8%	-3	43%	?
CCOC(=O)C(CSCC(=O)c1ccc(Cl)cc1)NC(=O)OC(C)(C)C (configuration not stated)	-6%	-15%	-27%	9%	7%	-13%	3	10%	3%
CC(C(=O)c1ccc(-c2ccccc2)cc1)[n+]1cccc(NC(=O)c2ccccc2)c1 (configuration not stated)	82%[activator]	-15%	-16%	-4%	0%	0%	-1	4%	40%[activator]
CCNc1ncc2ncc(=O)n(Cc3cccs3)c2n1	3%	/	/	-2%	4%	6%[60.1 µM]	/	/	/
CN(C)c1ccc(C=c2c3cc([N+](=O)[O-])ccc3n3c2cc(-c2ccccc2)[n+]3C)cc1	/	/	0%	-14%	/	-24%	41	/	?
COC(=O)C1=C(C)N(CCCCCC(=O)O)C(=O)NC1c1ccccc1 (configuration not stated)	-15%	4%	-4%	-2%&-3%	0%	-16%&-12%	-1	/	?
COc1ccc(N2CCN(S(=O)(=O)CCNC(=O)COc3ccccc3F)CC2)cc1	0%	-9%	-20%	-1%	/	-7%[60.1 µM]	-13	0%	32%[activator]
CCC(C)(C)NC(=O)C(c1ccccc1Cl)N(C(=O)CCC(=O)Nc1cc(C)on1)C1CC1 (configuration not stated)	-2%	-15%	2%	-3%	7%[12.4 µM]	-17%	-5	7%	87%[activator]
Cc1ccc(OCC(=O)N(Cc2ccc(C)o2)C2CCS(=O)(=O)C2)cc1 (configuration not stated)	-3%	-5%	-6%	-3%	18%	-10%	-5	-9%	6%
NC(=NCCc1c[nH]c2ccccc12)NS(=O)(=O)c1cc(F)ccc1F	-3%	-3%	-18%	-2%	-6%	-8%	-4	2%	-3%
CCc1ccccc1N1CSC2=C(C#N)C(c3cc(OC)c(OC)cc3OC)CC(=O)N2C1 (configuration not stated)	-19%	?	-4%	-3%	-1%	-3%	7	-12%	-8%
CCOC(=O)C1=C2SCC(=O)N2C(N)=C(C#N)C1	1%	0%	-11%	-3%	-1%	-5%	-4	30%	33%[activator]
CC(C)Cn1c(N)c(C(=O)CSc2nnnn2-c2ccc(Cl)cc2)c(=O)n(C)c1=O	/	/	-12%	-1%	/	-8%	-9	/	?
COc1ccccc1NC(=O)c1cccc(NC(=O)c2ccco2)c1	-4%	2%	-12%	-3%	10%	-2%	-2	-16%	4%
COc1cc(CC(=O)OC2CCOC2=O)cc(OC)c1OC (configuration not stated)	0%	-6%	-14%	13%	2%	3%	-6	-1%	-20%
O=C(Cc1ccc(F)cc1)OCn1nnc2ccccc2c1=O	-3%	1%	-18%	-5%	1%	11%	3	14%	18%
COc1cccc(/C=N/n2c(N)c(S(=O)(=O)c3cccs3)c3nc4ccccc4nc32)c1OC	-3%	-2%	5%	0%	-1%	-8%	-13	26%	9%

# Ordered by count of non-hydrogen atoms (rising): 3 of the compounds above
SMILES	BLM inh	Apoferritin bind	Pol eta inh	Glioma ERSR ind	APE1 inh	Pol kappa inh	LDHA inh	POLB inh	Pol iota inh
CCNc1ncc2ncc(=O)n(Cc3cccs3)c2n1	3%	/	/	-2%	4%	6%[60.1 µM]	/	/	/
O=C(Cc1ccc(F)cc1)OCn1nnc2ccccc2c1=O	-3%	1%	-18%	-5%	1%	11%	3	14%	18%
COc1ccccc1CNS(=O)(=O)c1c(C)[nH]c(C)c1C(=O)N1CCCC1	-2%	2%	0%	-5%	57%	-8%	-3	43%	?

# Further results
SMILES	BLM inh	Apoferritin bind	Pol eta inh	Glioma ERSR ind	APE1 inh	Pol kappa inh	LDHA inh	POLB inh	Pol iota inh
COc1ccc(C)cc1NC(=O)C1CCN(S(=O)(=O)c2c(C)noc2C)CC1	-3%	-8%	-13%	-3%	-9%	-12%	-2	1%	12%
COC(=O)c1c(C)[nH]c(C(=O)C(C)OC(=O)c2cnc(C)cn2)c1C (configuration not stated)	/	/	-12%	-1%	1%	3%	-2	/	6%
Cc1ccc(NC(=S)Nc2ccccn2)cc1C	-5%	8%	-2%	6%	16%	?	-1	12%	-5%
O=C1CC(N2CCN(c3ccc(S(=O)(=O)N4CCOCC4)cc3)CC2)C(=O)N1Cc1ccccc1 (configuration not stated)	1%	-15%	-9%	-4%	4%	-14%	-2	3%	5%
O=c1cc(N2CCc3ccccc3C2)[nH]c(=O)n1-c1ccc(Cl)cc1	1%	-7%	1%	-2%	-7%	-1%	3	17%	?
CN(CC(=O)Nc1ccccc1Br)C(=O)c1cc(Cl)nc2ccccc12	/	/	-6%	1%	-1%	0%	-2	/	-3%
O=c1c(N2CCN(c3cccc(Cl)c3)CC2)csc2ccccc12	-5%	-16%	-5%	-3%	/	-6%[60.1 µM]	3	25%	1%
COc1ccc(CNC(=O)CCCNS(=O)(=O)c2cccc3nonc23)cc1	-1%	-12%	-7%	0%	13%	3%	-5	42%	18%
O=C(Nc1cccc(C(F)(F)F)c1)c1ccc(F)c(S(=O)(=O)N2CCc3ccccc3C2)c1	-5%	?	0%	-3%	/	-4%[60.1 µM]	11	-22%	34%[activator]
CN(CC(=O)Nc1ccc2c(c1)OCCO2)S(=O)(=O)c1ccc(F)cc1	-2%	-12%	-22%	7%	25%	4%	-3	34%	76%[activator]
CC(C)(C#CCN1CCCCC1)OCCOC(c1ccccc1)c1ccccc1	-6%	-12%	-30%	-5%	-5%	-4%	8&-3	4%	97%[activator]
CCOc1cc(C2CC(=O)N3CN(C4CCCCC4)CSC3=C2C#N)ccc1O (configuration not stated)	-15%	0%	-13%	-4%&-4%	-6%	-29%&-29%	13&16	-17%	35µM*
CC1(C)CC(NC(=O)c2c(N)no[n+]2[O-])CC(C)(C)N1	-13%	0%	-2%	0%	-2%	5%	-11	0%	155%[activator]
Nc1nnnn1/N=C/C(Br)=C/c1ccccc1	-5%	-9%	-6%	-6%	?	-9%	10	12%	?
O=C(N1CCN(c2ccccc2F)CC1)C1(S(=O)(=O)c2ccc(Cl)cc2)CC1	-5%	2%	-21%	-4%	38%	-1%	-3	19%	27%
CCOC(=O)Cc1csc(NS(=O)(=O)c2ccc3c4c(cccc24)C(=O)N3CC)n1	1%	-8%	-10%	5%	1%	4%	3	23%	-8%
CCC1=[N+](C)c2cccc3cccc(c23)N1C	33%[activator]	-9%	-12%	-1%	-13%	-11%	-4	?	44%[activator]
O=C(c1ccc2oc(CCCc3ccccc3)nc2c1)N1CCCC(CCCO)C1 (configuration not stated)	-5%	-21%	-17%	-3%	28%	3%	-1	13%	32%[activator]
CCS(=O)(=O)N1CCC(c2nc(-c3ccc(C)cc3)no2)CC1	-2%	-13%	-12%	9%	1%	-10%	-9	21%	?
Cc1noc(C)c1C(=O)OCC(=O)NC1CC1	-1%	-4%	-5%	-2%	3%	-7%	-4	1%	7%
COc1ccc(OC)c(S(=O)(=O)Nc2cc3c4c(c2)CC(=O)N4CCC3)c1	/	/	-1%	-3%	22%	4%	3	/	27%
Cc1cc(C(F)F)n2ncc(C(=O)NCCc3ccccc3Cl)c2n1	-4%	?	-1%	15%	-4%	-1%	-2	4%	-3%
Cn1c(=O)c2c(ncn2CC(=O)OCC(=O)NNC(=O)c2ccc(Cl)cc2)n(C)c1=O	/	/	-21%	-2%	27%	-9%	-4	/	5%
COCCn1c(=O)[nH]c2cc(C(=O)N3CCN(c4ccc(OC)cc4)CC3)ccc2c1=O	-1%	4%	10%	-1%	-8%	-1%	-2	45%	115%[activator]
O=C(Cc1ccccc1)NCC(=O)N1CCN(c2ccccc2F)CC1	2%	1%	-3%	3%	-4%	-17%	-4	6%	22%
Cc1ccc(-c2cc(C(=O)NCCN3CCOCC3)no2)cc1	2%	5%	-2%	1%	?	5%	-4	-17%	42%[activator]
Cc1cc(C)cc(-n2ccnc2SCC(=O)Nc2nccs2)c1	0%	2%	-12%	-3%	-3%	-11%	-15	4%	-8%
CC1CCc2nc(NC(=O)c3ccco3)sc2C1 (configuration not stated)	-5%	-21%	0%	-18%	-5%	-6%	-9	-1%	-7%
O=C(c1ccccc1)N1CCN(C(=O)c2ccc3c(c2)OCCO3)CC1	0%	-5%	-15%	-3%	1%	-10%	-4	-13%	39%[activator]
CC(NC(=O)C12CC3(C)CC(C)(CC(C)(C3)C1)C2)C(=O)O (configuration not stated)	0%	-5%	-9%	3%	3%	-2%	-4	-2%	104%[activator]
O=C1Cc2ccccc2C(=O)N1OCc1ccc(Cl)cc1	-17%	0%	6%	3%	12%	-14%	15	?	?
CCOC(=O)c1c(C)[nH]c(C(=O)OCC(=O)N(C)c2c(N)n(Cc3ccccc3)c(=O)[nH]c2=O)c1C	/	/	-2%	3%	47%[activator]	4%	-1	/	45%[activator]

# Compound activity from PubChem BioAssay.

# The list is partial; count on the stated rates, not on these rows.
